# Yp Topo-I inh = inhibitors of Yersinia pestis topoisomerase I; Y. pestis Topo-I cleavage product accumulation, plate reader; 360,000 compounds, 0.064% hits; activity, % at 10 µM; AID 504884; in the data active means activity above about 50%, passing the limit was not always enough; inconclusive means no clear call, values can overlap the other calls; further: inactives centre near 2
# Vc quorum ag = induces V. cholerae light production without autoinducers; activation, % at 18.7 µM; V. cholerae BH1578 lux reporter, luminescence, 6 h; 350,000 compounds, 0.16% hits; AID 588436; in the data active means activation mostly above about 9.7%, no sharp cut-off; inconclusive means no clear call, values can overlap the other calls; inactive means mostly below about 3.7%; further: not every result past the cut was called active; inactives centre near 0; reference of the scale not given here
# PriA SSB inh = K. pneumoniae PriA-SSBct interaction inhibition | AlphaScreen SSBct-PriA binding, biotinylated peptide | inhibition, % at 33 µM | AID 1272365 | 430,000 compounds, 0.6% hits; in the data active means inhibition mostly above about 37%, no sharp cut-off; inactive means mostly below about 20%;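 further: plate controls were negative control peptide for no effect and reference peptide for full effect; strong numbers were not always called active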
# SARS 3CLpro inh = SARS-CoV 3CLpro protease inhibition. inhibition, % at 6 µM. 290,000 compounds, 0.14% hits. recombinant SARS-CoV 3CLpro, quenched FRET peptide cleavage. AID 1706; in the data active means inhibition above about 12%
# TcdB GH inh = inhibitors of Clostridioides difficile toxin B glycohydrolase; P18177; TcdB glycohydrolase enzymatic assay, plate reader; inhibition, % at 9.99 µM; 350,000 compounds, 0.24% hits; in the data active means inhibition above about 10%
# Target sequence (P18177 whole entry, looked up): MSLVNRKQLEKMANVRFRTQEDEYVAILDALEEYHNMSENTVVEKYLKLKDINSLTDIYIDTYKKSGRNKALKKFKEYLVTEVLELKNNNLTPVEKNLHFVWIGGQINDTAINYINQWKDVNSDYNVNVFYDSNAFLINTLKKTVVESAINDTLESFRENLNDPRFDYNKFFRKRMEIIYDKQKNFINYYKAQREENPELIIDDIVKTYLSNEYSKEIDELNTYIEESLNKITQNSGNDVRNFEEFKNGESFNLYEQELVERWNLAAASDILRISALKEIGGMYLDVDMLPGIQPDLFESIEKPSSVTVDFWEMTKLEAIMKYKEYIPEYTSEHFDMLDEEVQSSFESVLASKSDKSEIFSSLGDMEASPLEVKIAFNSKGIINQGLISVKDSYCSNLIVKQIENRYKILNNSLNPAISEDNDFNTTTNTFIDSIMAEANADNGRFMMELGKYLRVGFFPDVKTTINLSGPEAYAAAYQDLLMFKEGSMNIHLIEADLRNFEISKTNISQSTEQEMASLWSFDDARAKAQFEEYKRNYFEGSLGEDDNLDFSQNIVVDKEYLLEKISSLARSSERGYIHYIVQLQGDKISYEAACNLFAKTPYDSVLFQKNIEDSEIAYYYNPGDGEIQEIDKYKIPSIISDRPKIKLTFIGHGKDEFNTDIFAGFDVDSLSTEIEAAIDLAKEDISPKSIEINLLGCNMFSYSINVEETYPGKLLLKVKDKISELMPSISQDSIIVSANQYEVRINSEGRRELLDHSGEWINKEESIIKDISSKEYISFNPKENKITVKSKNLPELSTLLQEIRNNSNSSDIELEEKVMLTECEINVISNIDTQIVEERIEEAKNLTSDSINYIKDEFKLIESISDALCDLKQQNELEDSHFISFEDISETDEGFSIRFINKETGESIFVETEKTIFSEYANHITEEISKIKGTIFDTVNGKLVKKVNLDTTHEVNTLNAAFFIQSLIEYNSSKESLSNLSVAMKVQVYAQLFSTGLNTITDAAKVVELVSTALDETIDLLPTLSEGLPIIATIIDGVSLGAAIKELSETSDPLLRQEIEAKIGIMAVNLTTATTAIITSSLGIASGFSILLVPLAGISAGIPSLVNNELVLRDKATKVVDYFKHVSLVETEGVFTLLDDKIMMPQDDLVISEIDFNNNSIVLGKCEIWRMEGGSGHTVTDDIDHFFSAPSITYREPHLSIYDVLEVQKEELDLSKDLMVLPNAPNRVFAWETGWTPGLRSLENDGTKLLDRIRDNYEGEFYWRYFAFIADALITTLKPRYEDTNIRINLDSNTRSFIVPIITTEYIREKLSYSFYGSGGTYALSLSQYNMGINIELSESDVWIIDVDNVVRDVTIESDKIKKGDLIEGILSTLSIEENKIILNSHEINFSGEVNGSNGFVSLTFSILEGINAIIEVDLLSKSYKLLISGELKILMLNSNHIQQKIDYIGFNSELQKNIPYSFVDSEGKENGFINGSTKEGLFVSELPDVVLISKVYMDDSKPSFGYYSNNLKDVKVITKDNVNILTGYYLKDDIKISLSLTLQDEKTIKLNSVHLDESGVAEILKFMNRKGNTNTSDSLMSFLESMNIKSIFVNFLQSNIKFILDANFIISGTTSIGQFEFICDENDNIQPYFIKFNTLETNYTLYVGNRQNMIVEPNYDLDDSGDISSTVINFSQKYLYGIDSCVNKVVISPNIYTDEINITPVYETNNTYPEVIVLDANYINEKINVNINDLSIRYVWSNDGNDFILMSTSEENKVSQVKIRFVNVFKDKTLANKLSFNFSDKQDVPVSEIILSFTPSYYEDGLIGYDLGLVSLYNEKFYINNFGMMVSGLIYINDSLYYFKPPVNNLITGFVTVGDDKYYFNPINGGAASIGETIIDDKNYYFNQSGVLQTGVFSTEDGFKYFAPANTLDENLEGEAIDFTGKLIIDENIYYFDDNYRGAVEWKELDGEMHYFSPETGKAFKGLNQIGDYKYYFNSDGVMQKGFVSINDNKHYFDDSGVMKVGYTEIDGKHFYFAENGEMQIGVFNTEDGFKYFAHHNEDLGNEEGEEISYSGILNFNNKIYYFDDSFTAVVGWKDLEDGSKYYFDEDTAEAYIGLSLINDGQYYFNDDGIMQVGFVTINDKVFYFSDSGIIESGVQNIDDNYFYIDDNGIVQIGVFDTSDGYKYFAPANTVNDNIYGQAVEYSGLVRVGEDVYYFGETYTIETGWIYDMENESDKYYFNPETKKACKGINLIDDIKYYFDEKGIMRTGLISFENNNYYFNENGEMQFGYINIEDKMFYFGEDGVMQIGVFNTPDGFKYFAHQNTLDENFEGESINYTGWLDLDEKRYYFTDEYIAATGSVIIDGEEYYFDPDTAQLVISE
# Anthrax LF inh2 = anthrax lethal factor protease inhibition | P15917 | multiplex microsphere protease cleavage assay, LF | inhibition, % at 10 µM | 360,000 compounds, 0.12% hits; further: plate controls were buffer without enzyme for full effect and enzyme alone for no effect
# PrPC surface inh = inhibitors of human cell surface prion protein PrPC | TR-FRET read-out | inhibition, % at 13.8 µM | 370,000 compounds, 0.43% hits | AID 720596; in the data active means inhibition above about 24%; further: 0% = median of the test wells and 100% = reference compound wells
# PfHsp40 rescue = rescue of PfHsp40-mediated yeast toxicity | 340,000 compounds, 0.68% hits | growth rescue, % at 12.5 µM | S. cerevisiae expressing PfHsp40, growth rescue, ATP luminescence; in the data active means growth rescue above about 28%, passing the limit was not always enough; inconclusive means no clear call, values can overlap the other calls;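 further: yeast W303a lacking pdr1 and pdr3 grown in galactose medium; growth measured after three days at 30 °C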
# BoNT-A LC inh2 = BoNT A light chain protease inhibition | AID 588499 | multiplex microsphere protease substrate cleavage, flow cytometry | 360,000 compounds, 0.17% hits | inhibition, % at 10 µM; further: plate controls were buffer without enzyme for full effect and enzyme alone for no effect
# Numbers without * were called inactive; i = inactive; ? = inconclusive; . = no result given. Unless noted, no stated cut-off is given here; in the data, active means inhibition above about 30%; inconclusive means no clear call, values can overlap the other calls; inactive means below that.
SMILES,Yp Topo-I inh,Vc quorum ag,PriA SSB inh,SARS 3CLpro inh,TcdB GH inh,Anthrax LF inh2,PrPC surface inh,PfHsp40 rescue,BoNT-A LC inh2
Cc1ccc(C)c2[nH]c(=O)c(CCNC(=O)CC(C)C)cc12,-1,1.4,-10,1,0.2,-2,-7,-0.4,-0.4
CC1CC(C)CN(C(=O)CSC2=Nc3ccccc3C3=NC(Cc4c[nH]c5ccccc45)C(=O)N23)C1 (stereo not given),5,-0.7,-4,-3,.,-4,.,-0.9,0.3
O=C(c1ccc2snnc2c1)N1CCSCC1,-4,i,-14,3,.,.,-3,-1.3,.
COc1ccc(C(C)(C)C)cc1S(=O)(=O)N1CCN(C)CC1,-2,-1.1,-17,6,.,-2,-1,2.9,-0.1
COC(=O)C1=C(c2ccc(F)cc2F)C[C@@H]2CC[C@H]1N2C(=O)N1CCOCC1,6,-0.4,-14,.,0.6,-4,4,0.3,-0.7
O=C(Nc1ccc2oc(=O)ccc2c1)c1ccc2ccccc2c1,-8,i,-6,0,0.5,-1,-8,0.0,1.0
COc1ccc(/C=C(\NC(=O)c2ccccc2)C(=O)OC[C@@H]2CCC[N+]3(C)CCCCC23)cc1OC (stereo not given in full),9,0.0,1,3,0.7,4,-6,-0.6,0.8
C=CC(C)Sc1nc2c(c(=O)n(C)c(=O)n2C)n1Cc1ccccc1Cl (stereo not given),5,0.2,-3,0,2.9,-9,0,0.9,-0.5
NS(=O)(=O)c1ccc(CCNC(=O)CN2CCN(S(=O)(=O)c3ccccc3F)CC2)cc1,2,-0.1,-6,.,-0.4,-11,5,.,-0.6
CCOC(=O)N1CCN(C(=O)CN(c2cccc(C)c2)S(=O)(=O)c2ccc(C)cc2)CC1,7,i,-16,-3,.,-6,6,-0.1,0.0
Cc1ccccc1NC(=O)/C(=C/c1cccs1)NC(=O)c1ccco1,-11,i,8,1,0.5,0,-1,0.9,0.2
O=C(CCn1cccn1)Nc1ccc2c(c1)OCCO2,-6,-0.5,-10,-3,1.3,0,3,-0.6,-0.5
O=C(c1ccc([N+](=O)[O-])cc1)N1CCCC1,0,-0.5,5,2,0.6,4,-22,0.7,0.6
CCN(C(=O)COC(=O)c1ccc([N+](=O)[O-])o1)c1cccc2ccccc12,19,-1.5,1,.,-0.7,-8,-35,0.3,0.4
CC(=O)N1CCN(C(=O)c2cccc(S(=O)(=O)N3CCN(c4ccccc4)CC3)c2)CC1,7,i,-12,.,0.7,.,6,-1.4,.

# Entries of single compounds, quoted from the list. Order of screens: Yp Topo-I inh, Vc quorum ag, PriA SSB inh, SARS 3CLpro inh, TcdB GH inh, Anthrax LF inh2, PrPC surface inh, PfHsp40 rescue, BoNT-A LC inh2
# CC(=O)N1CCN(C(=O)c2cccc(S(=O)(=O)N3CCN(c4ccccc4)CC3)c2)CC1 in the list: 7, i, -12, ., 0.7, ., 6, -1.4, .
# O=C(c1ccc([N+](=O)[O-])cc1)N1CCCC1 in the list: 0, -0.5, 5, 2, 0.6, 4, -22, 0.7, 0.6

# (list continues)
SMILES,Yp Topo-I inh,Vc quorum ag,PriA SSB inh,SARS 3CLpro inh,TcdB GH inh,Anthrax LF inh2,PrPC surface inh,PfHsp40 rescue,BoNT-A LC inh2
COc1ccc(-c2nc3c(s2)CN(S(C)(=O)=O)CC3)cc1OC,7,0.6,17,-2,0.8,-7,-14,0.8,-0.7
CCn1c(P(C)(=O)O)nc2cc(NC(=O)c3ccccc3Cl)ccc21,4,-0.1,-25,3,-0.6,0,-3,23,-0.7
COC(=O)c1ccc(COc2c(F)c(F)cc(F)c2F)o1,-2,0.0,-10,2,3.3,-16,-3,-2.1,1.4
c1ccc(CSc2nnc3ccc(-c4ccco4)nn23)nc1,1,i,-15,-3,1.1,-8,3,1.2,-0.2
O=C(COC(=O)c1ccc(S(=O)(=O)N2CCCC2)cc1)NCc1ccccc1,-2,.,-1,-1,1.7,0,2,0.4,-0.5
CCc1ccc(NC(=O)C2CCCN2C(=O)NC2CCCCC2)cc1 (stereo not given),3,-0.4,7,0,0.3,0,-2,-0.6,1.7
CC(=O)c1cc2c(s1)-c1cc(F)ccc1OC2,1,-0.6,-44,2,2.4,-4,3,0.0,1.5
Cc1ccc(S(C)=O)cc1-n1c(=O)n(Cc2ccccc2)c(=O)c2[nH]cnc21 (stereo not given),10,-0.8,-4,0,-12,-6,2,-0.5,-5.8
CC(C)c1ccc(NC(=O)c2cc(S(=O)(=O)N3CCCCC3)c[nH]2)cc1,0,0.0,-2,-2,0.6,-6,9,-1.2,0.1
COc1cccc(-n2nnc3c(=O)n(CC(=O)N4CCC(Cc5ccccc5)CC4)cnc32)c1,1,-1.8,3,2,.,-4,8,-0.2,?
COc1ccc(N(C(=O)c2cnccn2)C(C(=O)NCc2ccccc2)c2ccc(O)cc2)cc1 (stereo not given),-7,-0.3,-6,-3,1.2,-5,-6,0.9,1.9
COc1ccc(N(Cc2cc3cccc(C)c3[nH]c2=O)S(C)(=O)=O)cc1,5,2.7,-6,-3,.,-1,.,-2.1,-1.8
Cc1cc(C(=O)NN=C2CCCCC2)c2ccccc2n1,-8,i,-10,-1,.,1,1,-2.2,-0.5
Cc1nc(NC(=O)c2cc3c(C)nn(-c4ccccc4)c3s2)sc1C(=O)Nc1ccccc1,5,2.8,-4,2,.,-2,0,-1.9,-0.2
O=C(CCc1ccccc1)NNC(=S)NC(=O)c1ccccc1,8,-0.7,9,1,.,0,2,314*,-0.5
COc1ccc(Cc2noc(CN(C)CC3(N4CCOCC4)CCCCC3)n2)cc1OC,11,i,-5,1,-0.4,.,-1,?,.
O=C(Nc1ccsc1C(=O)N1CCCCCC1)c1ccccc1,1,1.2,-14,1,0.0,0,4,-0.3,-0.6
O=C(Nc1cc(C(F)(F)F)ccc1N1CCOCC1)c1cccc(F)c1,0,-2.4,2,-1,.,-1,-3,-1.0,0.5
CC(C)(C)C1CCC(OC(=O)c2ccncc2)CC1 (stereo not given),1,i,3,2,.,4,8,0.4,-0.6
COc1ccccc1N1CCN(C(c2cccs2)C(C)NC(=O)c2ccco2)CC1 (stereo not given),13,-0.2,8,1,1.2,-4,-4,1.2,0.2
CCC(CC)CN1CCC(CN2C(=O)C(=O)NC[C@@H]2[C@@H](C)CC)CC1,3,i,-18,.,1.0,-4,-9,21,-0.3
Clc1ccc(-c2cc(COc3ccccc3)on2)cc1,2,-0.1,2,4,0.6,-4,5,-1.2,-1.4
NC(=O)NC(Cc1ccccc1)C(=O)NCC1(N2CCCCC2)CCCCC1 (stereo not given),-10,-0.5,4,2,.,8,-2,-1.3,0.8
COc1ccc(-c2nc(-c3ccc(NC(=O)c4ccc(Br)o4)cc3)no2)cc1OC,-1,-1.4,-12,-2,.,-2,-2,-1.0,0.3
COc1ccc(-c2cn3cccnc3n2)cc1NC(=O)C1CC1,5,0.9,7,2,1.5,-2,.,1.7,-0.2
CCc1cc(Cn2nc(-c3ccccc3)cc2C(=O)NCc2cccc(C(F)(F)F)c2)on1,-2,-3.0,-16,.,-0.2,-4,1,0.1,-0.2
COC(=O)COc1ccc(S(=O)(=O)Nc2ccc(C(N)=O)cc2)cc1,-10,-5.9,8,-3,-1.4,8,-2,-1.2,1.3
O=C(O)CN1C(=O)/C(=C\c2cccc(OCc3ccc(Cl)cc3Cl)c2)SC1=S,24,-0.4,15,5,-1.0,1,3,7.4,3.4
CN(C)c1oc(-c2cccs2)nc1C#N,2,0.7,-5,3,.,3,-5,-0.4,-0.2
CCC1=[N+](C)CCn2c(C)ccc21,-3,-0.2,-2,1,.,-5,-7,0.9,0.1
COc1cc(NC(=O)c2cc(C)no2)cc(OC)c1OC,-8,-0.3,4,-3,-0.9,14,0,-0.7,-5.1
CC(C)CCn1c(SCC#N)nc2c(sc3ccccc32)c1=O,-9,6.7,-12,-2,.,-2,1,0.7,0.9
O=C(NCc1ccco1)c1cnn2c(C(F)(F)F)cc(-c3ccco3)nc12,-11,i,-13,4,.,-6,-8,0.0,-0.5
O=C(CN1CCC(NC(=O)C2CCCCC2)CC1)Nc1cccc(F)c1,-7,-0.6,-7,-4,-2.7,0,4,-1.0,0.2
O=C(Nc1ccc(N2CCCC2)c(Cl)c1)c1ccc(Br)o1,-18,i,-6,7,-0.2,-14,-5,-1.1,2.1
Cc1cc(NC(=O)c2cccc3c2C(=O)N(C2CCCCC2)C3)ccc1Br,-3,i,5,7,.,-3,.,2.9,-1.3
CCCCn1c(N)c(N(CCOC)C(=O)c2ccc(Br)s2)c(=O)[nH]c1=O,-2,-5.3,4,.,1.3,1,0,0.4,-2.4
COC(=O)c1ccc(S(=O)(=O)NCCSc2nnc3c4ccccc4n(C)c3n2)cc1,-9,i,-9,-7,-0.4,0,.,-1.0,?
Cc1cc(NC(=O)CSCC(=O)Nc2cc(Cl)ccc2N2CCN(C)CC2)no1,-6,i,4,.,0.4,-7,-7,-1.1,-1.2
Cc1cc(SCC(=O)NC2CCCCC2)nc2ccccc12,-7,-0.2,-7,7,-0.4,14,21,-1.1,4.3
Cc1cc(C)c(C(=O)O)c(Cl)n1,11,-2.0,-4,5,1.6,-3,1,-0.4,-0.2
COc1ccc(C(=O)NC2CC2)cc1OC1CCN(Cc2cc(C)c(C)cc2C)CC1,7,-0.1,1,-2,-0.6,-3,1,-0.8,0.3
COC(=O)/C(C#N)=C/c1ccc(N2CCOCC2)c([N+](=O)[O-])c1,2,-1.6,-11,1,0.1,-1,-8,0.4,?
CC(C)CN1CCN(Cc2ccccc2C(F)(F)F)CC1CCO (stereo not given),-13,-1.6,-6,7,0.3,-4,-1,0.2,-0.7
CCOC(=O)/C(O)=C(\C#N)c1nc2ccccc2[nH]1,-4,1.9,4,3,0.8,0,-8,-0.6,1.6

# Among those listed so far, three contain a nitro group on carbon:
SMILES,Yp Topo-I inh,Vc quorum ag,PriA SSB inh,SARS 3CLpro inh,TcdB GH inh,Anthrax LF inh2,PrPC surface inh,PfHsp40 rescue,BoNT-A LC inh2
O=C(c1ccc([N+](=O)[O-])cc1)N1CCCC1,0,-0.5,5,2,0.6,4,-22,0.7,0.6
CCN(C(=O)COC(=O)c1ccc([N+](=O)[O-])o1)c1cccc2ccccc12,19,-1.5,1,.,-0.7,-8,-35,0.3,0.4
COC(=O)/C(C#N)=C/c1ccc(N2CCOCC2)c([N+](=O)[O-])c1,2,-1.6,-11,1,0.1,-1,-8,0.4,?

# (list continues)
SMILES,Yp Topo-I inh,Vc quorum ag,PriA SSB inh,SARS 3CLpro inh,TcdB GH inh,Anthrax LF inh2,PrPC surface inh,PfHsp40 rescue,BoNT-A LC inh2
CN1CCC(=C(c2ccc(Cl)cc2)c2ccccn2)CC1,6,-0.5,-6,4,-2.0,-15,-7,2.5,-0.8
CN[C@H](C)C(=O)NC[C@H]1O[C@@H](n2cc(C)c(=O)[nH]c2=O)C[C@@H]1O,5,-1.1,.,.,-0.1,-5,-1,.,-0.9
COC(=O)C(Cc1ccc(O)cc1)NC(=O)C(CC(=O)OC(C)(C)C)NC(=O)OC(C)(C)C (stereo not given),3,i,1,0,0.1,-2,-3,1.2,-0.4
Cc1cc(=O)[nH]c(NCCO)n1,3,-0.8,-3,-4,-1.8,-1,4,0.6,-0.2
CCOc1ccc(N=C2NC(=O)S/C2=C\c2ccc(OC)cc2)cc1,3,i,-6,3,.,2,-1,-1.1,-0.5
COC(=O)c1ccc2nc(-c3ccc(OC)c(OC)c3)c(Cc3ccccc3OC)n2c1,.,.,.,.,0.3,0,-3,.,2.2
CC1=C(C)C(c2ccccc2)NC(=S)N1 (stereo not given),6,3.4,-8,6,.,-1,0,-0.8,-0.5
Cc1ccc(CN2CC(C(=O)Nc3ccc(S(=O)(=O)N4CCCCC4)cc3)CC2=O)cc1 (stereo not given),?,i,17,7,1.2,2,-2,-0.6,2.1
Cc1ccsc1/C=N/NC(=O)c1ccc2ccccc2c1,-4,1.7,.,1,0.1,5,-2,-0.2,0.2
CC(=O)NC1(C(F)(F)F)NC(=O)N(c2ccc(F)cc2)C1=O (stereo not given),4,2.4,-10,6,0.3,-6,7,0.5,-0.2
COc1ccc(/C=C/C(=O)Oc2ccc(C=O)cc2OC)cc1,7,-0.6,-8,.,0.1,-3,-5,0.9,-0.1
NCCNC(=O)Cc1ccc(NC(=O)Cc2ccc(Nc3ncnc4c3ncn4[C@@H]3O[C@H](CO)[C@@H](O)[C@H]3O)cc2)cc1,5,i,-9,.,0.6,4,8,2.1,-0.9

# A portion of the library; the hit share may differ from the screen's.
